HttQ103 aggreg: inhibitors of mutant huntingtin aggregate formation in PC12 cells | PC12 HttQ103-GFP aggregates, Acumen cytometry, 40 h | AID 1688 | 220,000 compounds, 1.1% hits | Potency, µM (highest dose often 46.1 µM), for inactives: top-dose activity change, negative = inhibition, hits mostly inhibitors; note: potency is the fitted concentration of half-maximal effect; % is set by controls: 0 for no effect and ±100 for the full control effect; nearly all actives have a fitted effect of over 60% in size
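Steps: seed 1500 PC12 HTTQ103-GFP cells/well; add tebufenozide, 100 nM final; add compound titration; add ATPLite reagent; quantify GFP aggregates by laser scanning cytometry.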
Epigenetic reg: regulators of epigenetic silencing causing reporter derepression in mouse cells. murine LDR cells, GFP reporter derepression, 30 h. Potency, µM (top dose mostly 53.9 µM), inactives show top-dose GFP activation, most hits filed as activators. 280,000 compounds, 0.2% hits. AID 1865; note: potency is the fitted concentration of half-maximal effect; % of control where 0% means no effect; nearly all actives have a fitted effect of over 60% in size
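Reporter derepression read as number of fluorescent GFP-positive objects, 20-120 um in size, counted by laser-scanning cytometer. Mouse LDR line with an epigenetically silenced CMV-GFP locus; compound incubation 30 h, 37 C.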
NPSR antagonist: blocks cAMP signaling of the human neuropeptide S receptor; Q6W5P4; CHO-NPSR cells, cAMP TR-FRET, antagonist mode; Potency, µM (highest dose often 38.3 µM), for the others: at the highest dose activity change, negative = inhibition, usual class: inhibitors; 220,000 compounds, 1% hits; AID 1461; note: potency is the fitted concentration of half-maximal effect; % is set by controls: 0 for no effect and ±100 for the full control effect; nearly all actives have a fitted effect of over 50% in size; many of its hits are not listed in these tables
IMPase Li inh: cell-permeable IMPase inhibitors with lithium potentiation; 210,000 compounds, 0.35% hits; CHO-M1 cells, IP1 TR-FRET (IP-One), carbachol + lithium; Potency, µM (doses to about 59.4 µM), without a hit: at the highest dose activity, negative = IMPase inhibition, most hits filed as inhibitors;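 note: IP1 builds up when IMPase is blocked and the TR-FRET signal falls; potency is the fitted concentration of half-maximal effect; plate controls were basal vehicle for no effect and high inhibitor control for full effect; nearly all actives have a fitted effect of over 50% in size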
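Readout is a homogeneous TR-FRET IP1 immunoassay (Ex 320, Em 665 and 620), where raised cytosolic IP1 lowers signal. Cells were CHO-M1 treated 30 min at 37C with test compounds plus a little lithium; AC50 values came from Hill-equation fitting.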
KinaseGlo FLuc: Kinase-Glo luciferase inhibition (counter-screen); Potency, µM (top dose mostly 38.3 µM), for the others: at the top dose activity change, negative = inhibition, most hits filed as inhibitors; Q27757; Kinase-Glo luciferase, ATP luminescence, 8 min; 200,000 compounds, 0.28% hits; note: potency is the fitted concentration of half-maximal effect; % is set by controls: 0 for no effect and ±100 for the full control effect; nearly all actives have a fitted effect of over 60% in size
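Inhibition of Kinase-Glo luciferase light generation was assessed at 10 uM ATP in pH 7.2 imidazole buffer, with luminescence measured after eight minutes at ambient temperature.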
CBFb RUNX1 block: CBF-beta/RUNX1 interaction disruption; AlphaScreen CBFb-His/RUNX1-biotin binding, biochemical; Potency, µM (titrated, usually from 59.8 µM), for the others: at the top dose activity, negative = inhibition, most hits filed as inhibitors; 230,000 tested, under 10 active; Q01196+Q13951; note: % of control where 0% means no effect
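Read-out: AlphaScreen. Format: His-CBF-beta with biotinylated RUNX1 (30 nM each) preincubated 20 min, compound 15 min, Ni-chelate plus streptavidin beads 90 min; room temperature throughout.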
L3MBTL1 inh: blocks human L3MBTL1. Potency, µM (doses to about 57.1 µM), without a hit: at the top dose activity, negative = inhibition, hits mostly inhibitors. AID 485360. AlphaScreen L3MBTL1–H3K9me1 peptide binding. 230,000 compounds, 0.66% hits. Q9Y468; note: potency is the fitted concentration of half-maximal effect; % is set by controls: 0 for no effect and ±100 for the full control effect; nearly all actives have a fitted effect of over 60% in size
Target sequence (Q9Y468 whole entry, looked up): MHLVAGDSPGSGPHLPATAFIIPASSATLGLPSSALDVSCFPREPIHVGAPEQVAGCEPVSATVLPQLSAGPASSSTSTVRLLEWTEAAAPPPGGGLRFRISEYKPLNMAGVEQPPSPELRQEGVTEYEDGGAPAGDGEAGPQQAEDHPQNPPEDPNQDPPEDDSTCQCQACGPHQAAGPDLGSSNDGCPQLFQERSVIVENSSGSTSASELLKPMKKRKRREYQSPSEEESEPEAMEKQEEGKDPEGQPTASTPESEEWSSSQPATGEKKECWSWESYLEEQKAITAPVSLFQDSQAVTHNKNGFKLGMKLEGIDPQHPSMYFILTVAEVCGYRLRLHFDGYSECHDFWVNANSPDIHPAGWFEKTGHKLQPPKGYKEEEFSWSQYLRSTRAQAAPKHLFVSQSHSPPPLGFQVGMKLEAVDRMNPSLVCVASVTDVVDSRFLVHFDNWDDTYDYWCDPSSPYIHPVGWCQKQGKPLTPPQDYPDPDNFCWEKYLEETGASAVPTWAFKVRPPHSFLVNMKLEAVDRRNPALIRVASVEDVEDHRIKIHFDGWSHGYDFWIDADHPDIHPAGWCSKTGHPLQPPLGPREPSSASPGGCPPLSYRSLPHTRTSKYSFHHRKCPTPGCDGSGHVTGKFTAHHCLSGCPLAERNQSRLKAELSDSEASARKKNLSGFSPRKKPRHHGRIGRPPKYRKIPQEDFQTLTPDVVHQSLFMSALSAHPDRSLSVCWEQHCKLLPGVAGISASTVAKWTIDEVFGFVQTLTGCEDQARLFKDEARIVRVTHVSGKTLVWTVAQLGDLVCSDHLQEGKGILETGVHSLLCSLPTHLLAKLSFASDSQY
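Displacement of a biotinylated histone H3(1-15) peptide monomethylated at Lys9 (75 nM) from L3MBTL1 (50 nM) was measured by AlphaScreen after a 30 min room-temperature compound incubation; cefsulodin titration served as intraplate control.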
* = called active by the depositor; ? = inconclusive; . = not tested or not shown; [ ] = remark or other dose. Calls come from the whole dose curve; as a rule, active = well fitted curve in the direction sought with a large enough effect; inconclusive = small, poorly fitted or top-dose-only effect, or another doubt; inactive = no such curve, though single readings can be large; an effect the other way counts as inactive or inconclusive. Some of the compounds tested (hit frequency here may not be typical).

cpd	mol	HttQ103 aggreg	Epigenetic reg	NPSR antagonist	IMPase Li inh	KinaseGlo FLuc	CBFb RUNX1 block	L3MBTL1 inh
1	COc1ccc(OCc2nn3c(Cn4cnc5ccccc54)nnc3s2)cc1	25µM*	-1.0%	-5%[46.1 µM]	-1%[38.3 µM]	-1%	-13%	-5%
2	C/C(=N\NC(=S)NC(C)C)c1ccc(Cl)s1	3%	1.1%	?	-3%	-5%	-3%	-2%
3	CC(C)(C)NC(=O)CN(C(=O)CCN1CCCc2ccccc21)C(C)(C)C	9%	0.4%	-4%[46.1 µM]	12%[38.3 µM]	1%	2%	-7%
4	Cc1ccc(NC(=S)N/N=C2\CCCCC2C)cc1 (stereo unspecified)	-11%	1.1%	-24%	-1%	1%	-20%	.
5	CCOC(=O)N1CCN(C(=O)CCSc2ccc(Cl)cc2)CC1	-14%	-1.2%	-6%[46.1 µM]	12%	1%	11%	6%
6	CCN(CC)S(=O)(=O)c1cc(Cl)ccc1OC	12%	11%	-39%	6%	-2%	6%	4%[11.4 µM]
7	CCOC(=O)C1CCN(C(=O)c2cccc(NC(=O)C(CC)CC)c2)CC1	-2%	5.1%	-3%[46.1 µM]	19%[38.3 µM]	-2%	3%	.
8	Nc1ccc(Sc2ccc([N+](=O)[O-])cc2)cc1	2%	-1.2%	-17%	-2%	2%	-14%	.
9	CC(C)c1csc(CN2CCN(Cc3ccc(F)cc3)C(CCO)C2)n1 (stereo unspecified)	15%[9.22 µM]	-1.0%	4%	17%	2%	7%	40%[activator]
10	O=C(O)CCNS(=O)(=O)c1ccc2c(c1)OCCCO2	2%	0.4%	23%	0%	1%	4%	9%
11	O=C(N/N=C/c1ccccn1)c1ccc(Br)o1	?	-1.1%	-15%[46.1 µM]	-3%[38.3 µM]	-8%	-12%	9%
12	Cc1c(-n2cc(C(=O)c3cc(F)ccc3O)cc(C#N)c2=O)c(=O)n(-c2ccccc2)n1C	9%	0.4%	-10%	4%	-2%	1%	.
13	Cc1c(NC(=O)C2(c3ccccc3)CCOCC2)c(=O)n(-c2ccccc2)n1C	-20%	2.5%	11%[46.1 µM]	5%[38.3 µM]	6%	6%	12%
14	Cc1oc2c(CN3CCCC3)c(O)ccc2c(=O)c1Oc1ccccc1Br	12%	-0.9%	-7%[46.1 µM]	-26%[38.3 µM]	-1%	3%	-3%
15	COCCn1c(-c2ccccc2)nc(=S)c2c1CC(C)(C)OC2	3%	0.0%	-4%[46.1 µM]	23%[38.3 µM]	0%	-3%	-2%[11.4 µM]
16	COc1cc(CC(=O)OCC(=O)Nc2sccc2C(N)=O)cc(OC)c1OC	20%	-1.8%	12%	28%	5%	-7%	0%
17	CCOc1ccc(NC(=O)CN(C)CC(=O)Nc2ccc(Br)cc2F)cc1OCC	10%	0.9%	-15%	3%	-1%	-3%	-5%
18	Cc1c(NS(=O)(=O)CC23CCC(CC2=O)C3(C)C)c(=O)n(-c2ccccc2)n1C (stereo unspecified)	-12%	2.7%	5%[46.1 µM]	5%[38.3 µM]	3%	-1%	2%
19	CCNc1nn2ccccc2c1/C=C(\C#N)C(=O)OCC	-5%[9.22 µM]	-0.2%	28%	.	.	8%	3%
20	COc1cccc(CN2CCN(C3CSCCSC3)CC2CCO)c1 (stereo unspecified)	1%[9.22 µM]	2.0%	-10%	6%	2%	4%	15%
21	O=c1[nH]c(SCc2c(Cl)cccc2Cl)nc2ccccc12	0%	1.1%	-7%	0%	-2%	-1%	6%
22	COc1ccc(C2NC(=O)Cc3cc(OC)c(OC)cc32)cc1OC (stereo unspecified)	-28%[9.22 µM]	5.1%	11%	.	.	2%	.
23	COc1ccccc1C(=O)Nc1ccc(C)cc1C(=O)c1ccccc1	5%	-1.0%	-16%	8%	-2%	-4%	-7%
24	O=C(NC(=S)N1CCCCC1)c1csc([N+](=O)[O-])c1	10%[9.22 µM]	3.0%	49%	.	.	0%	1%
25	O=C(CSc1nnc2scc(-c3ccc(F)cc3)n12)NCc1ccco1	16%	-2.9%	2%[46.1 µM]	-11%[38.3 µM]	1%	-4%	-5%

Continuation.
cpd	mol	HttQ103 aggreg	Epigenetic reg	NPSR antagonist	IMPase Li inh	KinaseGlo FLuc	CBFb RUNX1 block	L3MBTL1 inh
26	CCOc1ccccc1N=C1SC(CC(=O)Nc2ccc(OC)cc2OC)C(=O)N1CCC1=CCCCC1 (stereo unspecified)	2%	-3.0%	-18%	17%	0%	-16%	?
27	CC1(C)C2CCC1(CS(=O)(=O)Nc1ccc(S(=O)(=O)N3CCCC3)cc1)C(=O)C2 (stereo unspecified)	-18%	-0.9%	-4%	3%	-2%	-10%	8%
28	COc1ccc(/C=C(\C#N)C(=O)OCCNC(=O)c2ccncc2)cc1	-24%	-2.6%	9%	6%	1%	-2%	-1%
29	O=C(c1cccc(S(=O)(=O)N2CCOCC2)c1)N1CCCC1	0%	2.2%	-1%[46.1 µM]	-2%[38.3 µM]	-9%	2%	0%
30	COc1ccccc1NC(=O)c1nn(-c2ccc(Cl)cc2)ccc1=O	-3%	-0.9%	2%[46.1 µM]	-3%	3%	16%	4%
31	N#C/C(=N\Nc1ccc(S(=O)(=O)N2CCCCC2)cc1)C(N)=S	?	-1.3%	-23%	-2%	0%	-25%	-16%
32	O=C1CCCC(=O)C1C(=O)C1CCN(S(=O)(=O)c2ccccc2)CC1	-4%	-2.5%	-7%	-7%	3%	10%	.
33	O=C(O)CCS(=O)(=O)c1cccc2cccnc12	?	1.3%	5%[46.1 µM]	11%[38.3 µM]	3%	8%	4%
34	O=C(NN1C(=O)c2ccccc2NC1c1ccc([N+](=O)[O-])o1)c1ccc(Br)cc1 (stereo unspecified)	.	?	-9%	-3%	-1%	-5%	.
35	CCc1c(C)nc(SCCOc2ccc(OC(C)C)cc2)[nH]c1=O	?	1.0%	5%[46.1 µM]	7%[38.3 µM]	-2%	-4%	.
36	O=C1CC(N2CCCCCC2)C(=O)N1c1ccc2c(c1)OCO2 (stereo unspecified)	-21%	?	-3%[46.1 µM]	4%[38.3 µM]	2%	5%	.
37	c1cnc2ccc3ncccc3c2c1	-9%[9.22 µM]	1.0%	7%	.	.	-10%	-22%
38	CC(=O)c1ccc(NC(=O)C2Cc3ccccc3CN2C(=O)c2ccccc2)cc1 (stereo unspecified)	-13%	0.0%	-2%[46.1 µM]	.	.	-5%	-3%
39	COc1ccc(NS(=O)(=O)c2cccc(NC(=O)NC3CCCCC3)c2)cc1	?	2.6%	-18%	-4%	-4%	-15%	-1%
40	CCOC(=O)c1cccc(C(=O)Nc2nc3ccc(OC)cc3s2)n1	6%	3.9%	4%	-5%	-2%	-2%	8%
41	COc1cc(C)c(C(C)C)cc1S(=O)(=O)n1cnc(C)c1	-1%	-0.8%	9%[46.1 µM]	36%[38.3 µM]	2%	8%	-5%
42	Cc1nn2c(-c3cccnc3)ccnc2c1-c1ccccc1	-1%	-1.0%	15%	6%	-1%	-6%	-3%
43	COc1ccc(N2CC(C)Cn3c2nc2c3c(=O)[nH]c(=O)n2C)cc1 (stereo unspecified)	13%	-1.9%	-22%[46.1 µM]	-7%[38.3 µM]	-2%	1%	1%
44	CN(C)S(=O)(=O)c1cccc(NC(=O)c2n[nH]c(=O)c3ccccc23)c1	-7%	-1.4%	4%	0%	-2%	1%	3%
45	COc1cc(N2C(=O)C=CC2=O)c(OC)cc1Cl	-11%[9.22 µM]	-0.1%	?	.	.	1%	4%
46	Cc1nn(-c2ccccc2Cl)c(Cl)c1/C=N/Nc1cccc(C(=O)O)c1	-1%	0.0%	-9%	6%	1%	4%	?
47	CCOc1cc(N2CCOCC2)c(OCC)cc1NC(=O)COC(=O)CCc1c[nH]c2ccccc12	-6%	-7.9%	-21%[46.1 µM]	31%[38.3 µM]	0%	-22%	-26%
48	Brc1ccccc1-c1nnc(COc2cccc3cccnc23)o1	-6%	-3.8%	-21%[46.1 µM]	35%[38.3 µM]	-9%	-6%	.
49	COc1ccc(C(=O)Nc2cc3c(cc2OC)CCCC3)cc1Br	-1%	0.9%	-26%[46.1 µM]	-7%[38.3 µM]	-1%	8%	4%
50	COc1ccc(CC(=O)NCCC2=CCCCC2)cc1	4%	1.1%	1%	8%	-2%	5%	2%

(continued)
cpd	mol	HttQ103 aggreg	Epigenetic reg	NPSR antagonist	IMPase Li inh	KinaseGlo FLuc	CBFb RUNX1 block	L3MBTL1 inh
51	Cc1cccc(CCNC(=O)CN(C)S(=O)(=O)c2cnc[nH]2)c1	-23%	-1.6%	13%	1%	-2%	-1%	6%
52	CC(C)C[C@H](NC(=O)NC1CCCc2ccccc21)C(=O)O (stereo partly specified)	6%[9.22 µM]	-0.1%	-22%	.	.	4%	9%
53	CC(C)Cn1c2c(c(O)c(C(=O)Nc3nccs3)c1=O)CCCC2	?	-0.3%	10%[7.67 µM]	-3%[38.3 µM]	0%	2%	1%
54	Cc1cc(NC(=O)Cc2cccs2)nn1CC(=O)NCc1ccco1	-10%	-1.1%	-7%[46.1 µM]	1%[38.3 µM]	3%	-6%	-4%

Another view of nine compounds above:
Order of values: HttQ103 aggreg, Epigenetic reg, NPSR antagonist, IMPase Li inh, KinaseGlo FLuc, CBFb RUNX1 block, L3MBTL1 inh
#1 COc1ccc(OCc2nn3c(Cn4cnc5ccccc54)nnc3s2)cc1
→ 25µM*, -1.0%, -5%[46.1 µM], -1%[38.3 µM], -1%, -13%, -5%
#2 C/C(=N\NC(=S)NC(C)C)c1ccc(Cl)s1
→ 3%, 1.1%, ?, -3%, -5%, -3%, -2%
#3 CC(C)(C)NC(=O)CN(C(=O)CCN1CCCc2ccccc21)C(C)(C)C
→ 9%, 0.4%, -4%[46.1 µM], 12%[38.3 µM], 1%, 2%, -7%
#4 Cc1ccc(NC(=S)N/N=C2\CCCCC2C)cc1 (stereo unspecified)
→ -11%, 1.1%, -24%, -1%, 1%, -20%, .
#5 CCOC(=O)N1CCN(C(=O)CCSc2ccc(Cl)cc2)CC1
→ -14%, -1.2%, -6%[46.1 µM], 12%, 1%, 11%, 6%
#6 CCN(CC)S(=O)(=O)c1cc(Cl)ccc1OC
→ 12%, 11%, -39%, 6%, -2%, 6%, 4%[11.4 µM]
#7 CCOC(=O)C1CCN(C(=O)c2cccc(NC(=O)C(CC)CC)c2)CC1
→ -2%, 5.1%, -3%[46.1 µM], 19%[38.3 µM], -2%, 3%, .
#8 Nc1ccc(Sc2ccc([N+](=O)[O-])cc2)cc1
→ 2%, -1.2%, -17%, -2%, 2%, -14%, .
#9 CC(C)c1csc(CN2CCN(Cc3ccc(F)cc3)C(CCO)C2)n1 (stereo unspecified)
→ 15%[9.22 µM], -1.0%, 4%, 17%, 2%, 7%, 40%[activator]

From PubChem
